PI5P4Ka inh: qHTS for Inhibitors of phosphatidylinositol 5-phosphate 4-kinase (PI5P4K) | max response, % | Phosphatidylinositol 5-phosphate 4-kinase type-2 alpha (Homo sapiens), P48426 | AID 652105, 2013 | 1.2% of 330,000 active | PI5P4Kalpha enzyme, ADP-Glo luminescence, 60 min; hits give low values; active = max response of -50% or lower; inconclusive = between -30% and -50%; inactive = -30% or higher; also: value at the top dose of about 77 µM; % is scaled to controls: 0 for no effect and ±100 for the full control effect
Target sequence (P48426 whole entry, looked up): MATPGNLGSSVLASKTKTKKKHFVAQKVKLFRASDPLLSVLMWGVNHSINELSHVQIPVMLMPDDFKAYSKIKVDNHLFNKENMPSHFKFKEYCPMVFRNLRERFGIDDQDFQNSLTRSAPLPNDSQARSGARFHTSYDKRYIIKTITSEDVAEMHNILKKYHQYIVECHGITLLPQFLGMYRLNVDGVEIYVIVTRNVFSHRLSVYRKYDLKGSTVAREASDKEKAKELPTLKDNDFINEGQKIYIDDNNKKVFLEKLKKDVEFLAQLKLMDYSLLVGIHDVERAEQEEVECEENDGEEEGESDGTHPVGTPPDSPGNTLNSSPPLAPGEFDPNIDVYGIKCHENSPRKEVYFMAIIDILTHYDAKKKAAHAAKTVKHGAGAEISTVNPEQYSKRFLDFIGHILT
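Luminescence from ADP-Glo served as readout of PI5P4Kalpha activity in a qHTS format. Reaction: enzyme, substrate, compound, ATP at 5 microM final, 60 min at RT.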
WRN helicase inh: qHTS for Inhibitors of WRN Helicase; WRN helicase unwinding, fluorescent forked duplex, kinetic; 0.46% of 360,000 active; Potency, µM (titrated, usually from 114 µM), for inactives: at the highest dose activity change, negative = inhibition, hits mostly inhibitors; Bifunctional 3'-5' exonuclease/ATP-dependent helicase WRN (Homo sapiens), Q14191; AID 651768, 2012; also: potency is read from the fitted curve at half-maximal effect; % is scaled to controls: 0 for no effect and ±100 for the full control effect; nearly all actives have a fitted effect of over 55% in size
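Kinetic red-fluorescence monitoring (525/598 nm) tracks WRN helicase activity after 100 nM fluorophore-quencher forked duplex and 2 mM ATP are added to 20 nM enzyme pretreated 15 min at room temperature with compound.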
EPAC2 antagonist: qHTS for Antagonist of cAMP-regulated guanine nucleotide exchange factor 2 (EPAC2): primary screen. Potency, µM (highest dose often 114 µM), inactives show top-dose activity, negative = inhibition, usual class: inhibitors. 0.18% of 360,000 active. Rap guanine nucleotide exchange factor 4 (Homo sapiens), Q8WZA2. EPAC2 GEF exchange of Rap1B-BODIPY-GDP, fluorescence; also: potency is read from the fitted curve at half-maximal effect; % is scaled to controls: 0 for no effect and ±100 for the full control effect; nearly all actives have a fitted effect of over 45% in size; many of its hits are not listed in these tables
EPAC1 antagonist: qHTS for Antagonist of cAMP-regulated guanine nucleotide exchange factor 3 (EPAC1): primary screen. Rap guanine nucleotide exchange factor 3 (Homo sapiens), O95398. EPAC1 GEF assay, Rap1b-BODIPY-GDP exchange fluorescence. Potency, µM (titrated, usually from 115 µM), inactives show at the highest dose activity change, negative = inhibition, actives largely listed as inhibitors. 0.14% of 360,000 active. AID 720709, 2013;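 also: potency is read from the fitted curve at half-maximal effect; plate controls were vehicle for no effect and positive control for full effect; nearly all actives have a fitted effect of over 50% in size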
Mm-Cpn inhibitor: Inhibitors of TCP-1 ring complex (TRiC) of Methanococcus maripaludis (MmCpn): qHTS; Potency, µM (highest dose often 76.9 µM), for the others: at the highest dose activity, negative = inhibition, usual class: inhibitors; purified Mm-Cpn ATPase, ADP Transcreener TR-FRET; AID 504842, 2011; Chaperonin Mm-Cpn (Methanococcus maripaludis); 0.031% of 330,000 active; also: potency is read from the fitted curve at half-maximal effect; % is scaled to controls: 0 for no effect and ±100 for the full control effect; nearly all actives have a fitted effect of over 80% in size
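Measured: ADP formation by purified Mm-CPN. Conditions: 25 nM protein, 10 uM ATP, Tris pH 7.4 with Mg2+, K+ and DTT, 37°C for 30 min. Detection: Transcreener HTRF after 30 min at room temperature.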
EPAC1 ag: qHTS for Agonist of cAMP-regulated guanine nucleotide exchange factor 3 (EPAC1): primary screen; Rap guanine nucleotide exchange factor 3 (Homo sapiens), O95398; EPAC1 agonist qHTS, biochemical assay; response scale: 100% = response to 6.5 mM cAMP; Potency, µM (top dose mostly 154 µM), for the others: at the top dose activation, most hits filed as activators; 0.073% of 360,000 active; also: potency is read from the fitted curve at half-maximal effect; nearly all actives have a fitted effect of over 60% in size
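EPAC1 100 nM, Rap1B–BODIPY-GDP 250 nM, unlabeled GDP 50 uM; compound titration; 5 min RT; kinetic read ex480/em540 at 5-min intervals ×30 min; data normalized to 6.5 mM cAMP agonist control.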
PLK1 PBD inh: qHTS for Inhibitors of PLK1-PDB (polo-like kinase 1 - polo-box domain): Primary Screen; Serine/threonine-protein kinase PLK1 (Homo sapiens), P53350; Plk1 PBD binding of FITC phosphopeptide, fluorescence polarization; Potency, µM, for inactives: max response, negative = inhibition, actives largely listed as inhibitors; 2.8% of 360,000 active; also: potency is read from the fitted curve at half-maximal effect; series mostly up to about 57 µM; % is scaled to controls: 0 for no effect and ±100 for the full control effect; nearly all actives have a fitted effect of over 65% in size
Target sequence (P53350 whole entry, looked up, the tested form may be a part): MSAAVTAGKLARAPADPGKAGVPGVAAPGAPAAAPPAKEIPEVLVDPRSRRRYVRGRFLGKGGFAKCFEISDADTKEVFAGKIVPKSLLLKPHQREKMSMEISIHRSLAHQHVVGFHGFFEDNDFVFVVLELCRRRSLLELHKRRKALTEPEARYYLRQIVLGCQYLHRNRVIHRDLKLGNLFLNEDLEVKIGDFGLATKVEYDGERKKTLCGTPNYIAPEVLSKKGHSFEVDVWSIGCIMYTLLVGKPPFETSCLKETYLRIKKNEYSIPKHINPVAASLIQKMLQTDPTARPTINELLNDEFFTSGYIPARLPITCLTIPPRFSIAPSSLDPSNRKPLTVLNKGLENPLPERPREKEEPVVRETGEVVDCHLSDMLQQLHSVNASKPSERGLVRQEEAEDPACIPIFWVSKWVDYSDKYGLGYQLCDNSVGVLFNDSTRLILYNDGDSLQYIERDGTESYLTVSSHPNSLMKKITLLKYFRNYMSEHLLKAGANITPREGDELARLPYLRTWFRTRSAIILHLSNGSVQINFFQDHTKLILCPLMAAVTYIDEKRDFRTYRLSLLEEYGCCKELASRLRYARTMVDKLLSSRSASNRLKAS
CCT modulator: High-Throughput Screening for Modulators of Cytosolic Chaperonin Activity; 0.3% of 360,000 active; purified chaperonin ATPase assay, HTRF ADP detection, 30 min; activity change, % (concentration not given with the values), hits read low; in the data active = activity change below about -30%; also: % is scaled to controls: 0 for no effect and ±100 for the full control effect
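We incubate TRiC, 40 or 20 nM final, with library compounds at 76 uM and 10 uM ATP for 30 min at 37 °C. ADP formed is detected with Transcreener HTRF reagents after 30 min at room temperature.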
Starred values were filed as active, the others as inactive; ? = inconclusive; . = no result given; [ ] = dose if it differs, or a comment. Unless noted, calls follow the shape of the dose curve; as a rule, active = well fitted curve in the direction sought with a large enough effect; inconclusive = small, poorly fitted or top-dose-only effect, or another doubt; inactive = no such curve, though single readings can be large; an effect the other way counts as inactive or inconclusive. This is a subset (hit frequency here may not be typical).

SMILES	PI5P4Ka inh	WRN helicase inh	EPAC2 antagonist	EPAC1 antagonist	Mm-Cpn inhibitor	EPAC1 ag	PLK1 PBD inh	CCT modulator
O=C1NC[C@H](CCCCN2C[C@@H](Cc3ccccc3)N(CC3CCCCC3)C(=O)C2=O)N(CCC2CCCCC2)C1=O	-3	0%	-1%	11%	.	-2%	-9%	-2.6
COC(=O)c1ccccc1NC(=O)c1ccc2c(c1)OCCCO2	6	-11%	5%	-18%	1%	9%	1%	0.7
N#C/C(=N\Nc1ccc(Br)cc1)C(=N)N1CCOCC1	1	5%	-5%	-1%	-5%	7%	1%	0.9
COc1cc(/C=C/C(=O)OCC(=O)Nc2ccc3c(c2)OCO3)ccc1O	?	-2%	0%	-2%	-1%	3%	-5%	-2.2
COc1ccc(OC)c(-n2c(=S)[nH]c3c(sc(=S)n3-c3ccccc3C)c2=O)c1	-22	-12%	-1%	-17%	-1%	7%	?	-3.5
O=C(Nc1ccn(Cc2ccccc2)n1)c1cccc(F)c1	0	-11%	-7%	18%	0%	11%	-4%	1.0
CCOC(=O)/C(=N\Nc1ccc(C(C)=O)cc1)c1csc(Nc2ccccc2)n1	-1	-7%	35%[activator]	16%	-2%	23%	29%	-2.1
CN(C)CCCNC(NC(=O)/C=C/c1ccccc1)C(Cl)(Cl)Cl (stereo not drawn)	1	14%	0%	5%	2%	-6%	-7%	-4.1
O=C(CSc1nnnn1Cc1ccccc1)NC1CCCCC1	-8	1%	8%	19%	-6%	-2%	-12%	-1.4
CCN(CC)c1ccc(/C=N/NC(=S)NC)c(O)c1	4	-9%	-6%	-16%	-1%	1%	-18%	-1.7
CC(C)NC(=O)COc1coc(CN2CCN(Cc3ccccc3)CC2)cc1=O	-1	4%	12%	-14%	-3%	-4%	-10%	-1.3
C=CCC(NCc1ccco1)c1ccc(OC)c(OC)c1 (stereo not drawn)	0	-5%	3%	-2%	-2%	0%	0%	0.7
CCOc1ccc(NC(=S)N2CCN(S(=O)(=O)c3ccc(C)cc3)CC2)cc1	0	-16%	-5%	-9%	-1%	2%	-12%	-1.8
CCc1ccc(NC(=S)N(CCC(C)C)C2CCN(C(C)=O)CC2)cc1	-4	17%	4%	-12%	2%	8%	-8%	-1.2
O=C1CSC(c2ccccc2)N1c1cccnc1 (stereo not drawn)	1	-32%	-3%	-3%	1%	8%	?	-4.4
O=C(NC(=O)N1CCN(c2ccccc2F)CC1)c1ccccc1	.	-19%[57.1 µM]	1%	4%	2%	10%	-14%	-5.3
CCOC(=O)Nc1cc(N)ncn1	-3	-1%	-1%	3%	.	7%	-1%	-1.4
CCOC(=O)c1[nH]c2ccccc2c1NC(=S)Nc1cccc(C)c1	3	-8%	1%	-19%	-19%	4%	-24%	-1.8
O=C(Nc1nc(-c2cccs2)cs1)C1=COCCO1	-24	-23%	-15%	-13%	-3%	4%	3.4µM*	-2.0
Cc1cc2c(cc1C)C(c1ccccc1Br)CC(=O)N2 (stereo not drawn)	18	2%	12%	-11%	-1%	-9%	-2%	-1.6
CS(=O)(=O)c1ccc(Cl)c(NC(=O)COC(=O)c2ccc(F)cc2Cl)c1	4	-1%	1%	-27%	-1%	6%	-9%	-2.4
CC1CCN(Cc2nnnn2CCCC(=O)NCCN2CCOCC2)CC1	10	-32%	5%	7%	-1%	12%	-7%	-0.4
COCCN(CC(=O)Nc1cccc(C)c1C)C(=O)c1oc2c(Cl)cccc2c1C	6	-7%	8%	1%	-22%	-7%	4%	-0.8
CCN1CCC2(CC1)C(C#N)=C(N)Oc1c2sc2nc(C)cc(C)c12	-9	-7%	-7%	-2%	-2%	6%	-15%	0.5
COc1ccc(NC(=O)CN2C(=O)NC(C)(c3ccc4c(c3)OCO4)C2=O)cc1S(N)(=O)=O (stereo not drawn)	-17	-10%	7%	-3%	2%	-1%	5%	-0.9
COc1ccc(NC(=O)CCCC(=O)c2ccccc2)cc1	1	5%	5%	24%	-2%	-17%	-18%	-0.4
CCOc1ccccc1C(=O)OCC(=O)Nc1cc(S(=O)(=O)N2CCOCC2)ccc1C	-6	9%	6%	21%	-1%	1%	2%	0.6
O=C(CC1SC(N2CCCC2)=NC1=O)Nc1ccc(C(=O)NCc2ccc(F)cc2)cc1 (stereo not drawn)	2	-2%	5%	-12%	-2%	-3%	-6%	-1.8
O=C(Nc1ccc(N=Nc2ccccc2)cc1)c1cccc(Cl)c1	.	4%	1%	7%	1%	10%	-5%	-5.7
CC(=O)c1c(COC(=O)c2ccccc2Cl)nc2ccccc2[n+]1[O-]	4	-3%	?	-12%	-4%	0%	-10%	-2.2

In the list so far, these have a cyano group.
SMILES	PI5P4Ka inh	WRN helicase inh	EPAC2 antagonist	EPAC1 antagonist	Mm-Cpn inhibitor	EPAC1 ag	PLK1 PBD inh	CCT modulator
N#C/C(=N\Nc1ccc(Br)cc1)C(=N)N1CCOCC1	1	5%	-5%	-1%	-5%	7%	1%	0.9
CCN1CCC2(CC1)C(C#N)=C(N)Oc1c2sc2nc(C)cc(C)c12	-9	-7%	-7%	-2%	-2%	6%	-15%	0.5

Other results follow.
SMILES	PI5P4Ka inh	WRN helicase inh	EPAC2 antagonist	EPAC1 antagonist	Mm-Cpn inhibitor	EPAC1 ag	PLK1 PBD inh	CCT modulator
O=C(CCn1c2c(c3ccccc31)CCCC2)NNC(=O)c1cccc([N+](=O)[O-])c1	-6	-7%	-1%	-15%	1%	6%	-4%	-0.6
CCOc1ccc(Nc2oc(-c3ccco3)nc2C#N)cc1	32	-5%	0%	3%	0%	2%	0%	3.5
O=C(O)c1cccc(N2C(=O)c3ccc(Oc4ccc(Cl)cc4)cc3C2=O)c1	-6	-8%	1%	1%	-1%	-4%	-20%	-3.2
Cc1nn(-c2ccccc2)c(N2CCCCC2)c1/C=N/O	.	-10%	-3%	5%	1%	15%	3%	0.9
CC(C)CC(OC(=O)c1ccc(Cl)nc1)C(=O)NC1CCCC1 (stereo not drawn)	6	-4%	19%	5%	1%	-13%	0%	1.1
CC(C)[C@@H]1CN=C(N)N1C[C@@H]1CCCN1C[C@H](C)N1C[C@@H](Cc2ccccc2)N(CCc2ccc(Cl)c(Cl)c2)C1=N	8	-5%	20%	-13%	0%	-14%	-19%	-1.3
Cn1cc(C(=O)NCCN2CCN(c3cccc(Cl)c3)CC2)c2c3ccccc3n(C)c2c1=O	.	-10%	12%	9%	1%	2%	-6%	-0.2
O=C(CSc1nc2ccccc2o1)N1c2ccccc2Sc2ccccc21	1	3%	3%	11%	0%	0%	1%	-0.3
O=C(Nc1cccc(-c2nnc(-c3ccco3)o2)c1)c1ccccc1	22	-12%	-4%	3%	0%	1%	0%	-4.2
CCOC(=O)C1CCN(C(=O)c2ccc3snnc3c2)CC1	0	1%	-1%	-25%	1%	0%	-10%	0.2
CC1CN(C(=O)COC(=O)c2cc(Cl)ccc2Cl)CC(C)O1 (stereo not drawn)	3	8%	1%	-7%	0%	3%	-23%	-2.5
COc1ccc(CC(=O)O)cc1O	-4	0%	8%	2%	.	-7%	?	0.5
COc1cccc(CNC(=O)COC(=O)c2ccc(C(=O)c3ccccc3)cc2)c1	12	-2%	-17%	-7%	3%	19%	-9%	-0.2
Cn1c(=O)c(C(=O)CSc2ccccc2)c(N)n(Cc2ccccc2)c1=O	10	1%	-7%	-25%	-4%	-3%	-21%	-1.8
Cn1c(N)c(C(=O)COC(=O)CCc2ccccc2)c(=O)n(C)c1=O	-7	2%	-3%	-6%	1%	1%	1%	-4.7

Part of the list above, with bars between the fields:
Molecule | PI5P4Ka inh | WRN helicase inh | EPAC2 antagonist | EPAC1 antagonist | Mm-Cpn inhibitor | EPAC1 ag | PLK1 PBD inh | CCT modulator
CCOC(=O)/C(=N\Nc1ccc(C(C)=O)cc1)c1csc(Nc2ccccc2)n1 | -1 | -7% | 35%[activator] | 16% | -2% | 23% | 29% | -2.1
CN(C)CCCNC(NC(=O)/C=C/c1ccccc1)C(Cl)(Cl)Cl (stereo not drawn) | 1 | 14% | 0% | 5% | 2% | -6% | -7% | -4.1
O=C(CSc1nnnn1Cc1ccccc1)NC1CCCCC1 | -8 | 1% | 8% | 19% | -6% | -2% | -12% | -1.4
CCN(CC)c1ccc(/C=N/NC(=S)NC)c(O)c1 | 4 | -9% | -6% | -16% | -1% | 1% | -18% | -1.7
CC(C)NC(=O)COc1coc(CN2CCN(Cc3ccccc3)CC2)cc1=O | -1 | 4% | 12% | -14% | -3% | -4% | -10% | -1.3
C=CCC(NCc1ccco1)c1ccc(OC)c(OC)c1 (stereo not drawn) | 0 | -5% | 3% | -2% | -2% | 0% | 0% | 0.7

(next part)
SMILES	PI5P4Ka inh	WRN helicase inh	EPAC2 antagonist	EPAC1 antagonist	Mm-Cpn inhibitor	EPAC1 ag	PLK1 PBD inh	CCT modulator
Cc1cc(-n2cnnn2)cc(C)c1S(=O)(=O)NCCOc1ccccc1	1	-4%	-13%	-10%	-4%	6%	-1%	0.0
COc1ccccc1NC(=O)COC(=O)C1CC1	3	-1%	9%	9%	-2%	-3%	4%	-1.3
COc1cccc(C(=O)Nc2ccc(N3CCN(C(=O)c4ccco4)CC3)cc2)c1	-7	-4%	5%	-4%	0%	4%	0%	-2.9
CC(=O)c1c(C)[nH]c(C(=O)NC2CCSc3ccccc32)c1C (stereo not drawn)	0	0%	-11%	-15%	0%	4%	-16%	-1.4
CCCCNc1nc2sc3c(c2c(=O)n1-c1cccc(Cl)c1)CCN(C)C3	5	-28%	-2%	10%	0%	5%	-11%	-0.8
CCOC(=O)c1c(NC(=O)CN(CC)CC)sc2c1CCN(C(=O)OCC)C2	.	-8%	-22%	-18%	?	20%	-8%	-2.5
O=C(CSc1ccc(-c2ccco2)nn1)NCc1ccccc1	-2	-8%	-3%	13%	-3%	4%	-10%	0.5

Source: PubChem BioAssay
